# Source: PubChem BioAssay
# SKN-1 inh = blocks SKN-1 activity in C. elegans; AID 624304; hit rate 0.49% among 360,000; inhibition, % at 21.8 µM; C. elegans VP596 Pgst-4::GFP/RFP ratio, acrylamide-induced, 24 h;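 active means interference check ratio from 0.5 to 1.5 plus GFP to RFP signal ratio inhibition reaching or exceeding a fixed threshold, cut at about 30% in these data, passing the limit was not always enough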; further: some compounds called inactive have numbers as strong as hits
# MT1-MMP act inh = blocks activation of human MT1-MMP | AID 651647 | HT1080 RFP-PRO-GFP cells, GFP/RFP ratio fluorescence, overnight; percent of plate control window, DMSO zero | GFP/RFP ratio change, % at 20 µM | hit rate 0.061% among 360,000 | P50281;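 active means GFP/RFP ratio change of at least 30% with cell ATP level not reduced by more than half and red fluorescence within 50% of control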; further: strong numbers were not always called active
#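 Assay system: RFP-PRO-GFP reporter HT1080 cells; read-out basis: GFP/RFP fluorescence ratio; benchmarks: DMSO wells and RFP-L50D-GFP cells; doses: 20 µM single dose, 1% DMSO; schedule: overnight cell settling, then overnight compound exposure, 37 °C, 5% CO2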
# MsrA inhibitor = inhibits bovine methionine sulfoxide reductase A | purified bovine MsrA, absorbance read-out | inhibition, % at 15.5 µM | hit rate 0.75% among 360,000 | AID 651718; in the data active means inhibition above about 4.5%;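 further: 0% = vehicle wells with enzyme and 100% = reference inhibitor wells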
# bovine MsrA act = activates bovine MsrA enzyme | activation, % at 10.6 µM | purified bovine MsrA, absorbance read-out | hit rate 0.3% among 360,000; in the data active means activation above about 7.5%;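 further: 0% = vehicle and 100% = reference activator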
# E coli Lon inh = inhibits E. coli Lon protease; P0A9M0; purified E. coli Lon protease, fluorescence polarization; inhibition, % at 7.94 µM; hit rate 0.42% among 360,000; in the data active means inhibition above about 13%, passing the limit was not always enough;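 further: 0% = enzyme with probe and DMSO and 100% = no enzyme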
# Rin1 Abl inh = blocks binding of human Rin1 to Abl; AID 588664; inhibition, % at 7.35 µM; P00519+Q13671; hit rate 0.4% among 360,000; TR-FRET Rin1/Abl binding, biochemical; in the data active means inhibition above about 5%, passing the limit was not always enough
# Target sequence (P00519 whole entry, looked up): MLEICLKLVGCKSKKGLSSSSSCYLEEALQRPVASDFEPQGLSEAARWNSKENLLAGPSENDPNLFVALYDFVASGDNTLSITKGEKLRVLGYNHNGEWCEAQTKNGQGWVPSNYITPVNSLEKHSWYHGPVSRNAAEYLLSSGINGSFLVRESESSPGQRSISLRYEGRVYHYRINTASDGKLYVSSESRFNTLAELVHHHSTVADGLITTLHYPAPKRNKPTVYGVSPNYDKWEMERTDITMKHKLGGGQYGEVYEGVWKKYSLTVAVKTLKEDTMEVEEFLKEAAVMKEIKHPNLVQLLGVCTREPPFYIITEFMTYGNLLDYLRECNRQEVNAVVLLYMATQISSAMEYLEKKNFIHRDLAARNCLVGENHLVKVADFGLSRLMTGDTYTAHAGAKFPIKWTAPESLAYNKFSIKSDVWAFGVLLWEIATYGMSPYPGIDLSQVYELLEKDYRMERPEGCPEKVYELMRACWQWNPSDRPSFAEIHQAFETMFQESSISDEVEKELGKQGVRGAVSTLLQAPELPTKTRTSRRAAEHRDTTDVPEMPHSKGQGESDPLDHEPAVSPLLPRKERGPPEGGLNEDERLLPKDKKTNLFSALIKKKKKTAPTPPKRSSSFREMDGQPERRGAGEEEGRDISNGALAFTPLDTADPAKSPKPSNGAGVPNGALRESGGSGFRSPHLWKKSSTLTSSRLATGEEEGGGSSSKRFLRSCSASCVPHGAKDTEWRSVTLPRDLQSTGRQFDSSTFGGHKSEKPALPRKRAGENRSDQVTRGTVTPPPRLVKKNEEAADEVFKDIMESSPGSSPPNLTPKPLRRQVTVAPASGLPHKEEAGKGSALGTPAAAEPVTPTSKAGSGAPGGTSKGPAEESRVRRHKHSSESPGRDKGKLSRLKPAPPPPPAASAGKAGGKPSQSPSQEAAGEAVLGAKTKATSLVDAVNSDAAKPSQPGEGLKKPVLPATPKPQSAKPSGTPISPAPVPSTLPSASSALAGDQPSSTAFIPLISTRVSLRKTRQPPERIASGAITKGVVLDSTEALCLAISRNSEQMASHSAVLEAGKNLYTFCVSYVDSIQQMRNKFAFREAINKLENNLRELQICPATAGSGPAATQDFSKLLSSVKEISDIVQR
# Target sequence (Q13671 whole entry, looked up): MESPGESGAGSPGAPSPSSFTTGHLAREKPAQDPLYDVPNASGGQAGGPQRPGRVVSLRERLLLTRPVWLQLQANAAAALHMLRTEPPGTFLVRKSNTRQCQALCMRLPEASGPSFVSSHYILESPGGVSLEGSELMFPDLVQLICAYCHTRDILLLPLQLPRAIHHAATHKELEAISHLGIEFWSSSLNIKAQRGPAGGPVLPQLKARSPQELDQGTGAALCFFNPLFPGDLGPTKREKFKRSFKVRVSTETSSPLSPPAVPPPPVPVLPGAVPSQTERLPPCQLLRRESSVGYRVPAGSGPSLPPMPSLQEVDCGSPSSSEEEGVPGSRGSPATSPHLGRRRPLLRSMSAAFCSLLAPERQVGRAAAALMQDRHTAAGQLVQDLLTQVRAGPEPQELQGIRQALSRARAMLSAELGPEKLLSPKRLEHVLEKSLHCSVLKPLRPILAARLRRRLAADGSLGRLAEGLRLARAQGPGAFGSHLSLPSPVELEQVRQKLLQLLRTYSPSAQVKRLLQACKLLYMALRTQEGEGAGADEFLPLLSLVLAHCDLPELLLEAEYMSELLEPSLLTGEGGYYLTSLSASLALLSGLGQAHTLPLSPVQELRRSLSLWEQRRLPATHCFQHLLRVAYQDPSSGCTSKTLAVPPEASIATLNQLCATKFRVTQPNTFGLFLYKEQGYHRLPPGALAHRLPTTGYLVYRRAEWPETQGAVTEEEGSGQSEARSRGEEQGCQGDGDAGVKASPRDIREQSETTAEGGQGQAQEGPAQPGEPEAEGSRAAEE
# FAS-TE inh = blocks the thioesterase domain of human fatty acid synthase | recombinant FAS-TE, OMFH fluorogenic substrate, fluorescence endpoint | inhibition, % at 15 µM | AID 602261 | P49327 | hit rate 0.67% among 360,000;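 active means compounds whose normalised, plate-corrected inhibition of enzyme fluorescence in the single-dose primary screen is 50% or more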;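 further: 0% = DMSO with enzyme and 100% = substrate without enzyme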
# Neddylation inh = cullin neddylation inhibition; TR-FRET cullin neddylation, biochemical; calls only at 25 µM; hit rate 0.58% among 360,000; AID 651699; P61081+Q13564; in the data active means inhibition above about 36%
# NRP1-CendR mod = alters CendR peptide binding to human NRP-1; O14786; FAM-RPARPAR peptide binding to NRP-1, fluorescence polarization; inhibition, % at 25 µM; hit rate 0.85% among 360,000; AID 602438;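 active means inhibition or corrected inhibition above about 18%, plus a signal ratio from 0.5 to 1.5, limit read from the data, passing the limit was not always enough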; further: strong numbers were not always called active
# Starred values were filed as active, the others as inactive; i = inactive; / = not tested or not shown; + = active, no number.
SMILES,SKN-1 inh,MT1-MMP act inh,MsrA inhibitor,bovine MsrA act,E coli Lon inh,Rin1 Abl inh,FAS-TE inh,Neddylation inh,NRP1-CendR mod
COc1ccc2occ(C(=O)c3ccc(N)cc3)c2c1,-1,-6,3.3,-1,-3,-1,6,i,1
Cc1oc2cc3oc(=O)c(CCC(=O)NCCCn4ccnc4)c(C)c3cc2c1C,4,8,1.2,-4,-3,0,0,/,3
Cc1ccccc1CS(=O)(=O)c1nnc([C@H](CC(C)C)NC(=O)OC(C)(C)C)o1,16,1,0.9,-5,1,-2,52*,i,-7
COc1cccc(N2CCN(C(=O)C3C4C=CC5(CN(Cc6ccccc6Cl)C(=O)C35)O4)CC2)c1 (centres undefined),-45,1,1.0,-2,-4,-1,-4,i,7
CCOC(=O)C1=NOC(CNc2ncc(C(F)(F)F)cc2Cl)C1 (centres undefined),2,1,0.8,-1,2,1,2,i,11
O=C(NCc1ccc(Cl)cc1)c1cc(-c2ccco2)on1,11,6,1.7,-3,-4,-1,-1,i,-6
CC(=O)c1cccc(NC(=O)CCC(=O)Oc2ccc(C)cc2)c1,-1,0,-1.0,-1,-8,1,-4,i,4
O=C(CN(c1ccc(F)cc1)S(=O)(=O)c1ccc2c(c1)OCCO2)NCC1CCCO1 (centres undefined),-3,-1,0.5,-1,-11,2,-4,i,16
Cc1ccc(Nc2nnc(-c3ccncc3)s2)c(Br)c1,1,6,-1.9,-3,-21,-4,-11,i,-3
COC(=O)c1ccc(C2c3[nH]c4ccccc4c3C[C@H]3C(=O)N(C4CC4)CC(=O)N23)cc1 (some centres undefined),6,-2,-1.0,-4,2,2,11,i,8
COc1ccc(Cn2nc(-c3ccccc3)c(N3CCCCC3)cc2=O)cc1,7,2,-0.1,-9,4,1,26,i,-3
O=C(COC(=O)c1cc[n+]([O-])cc1)Nc1ccc([N+](=O)[O-])cc1C(F)(F)F,2,0,-0.1,1,1,2,-5,i,-15
O=C(NCCCO)c1ccc2[nH]c3ccccc3c2c1,-27,2,-0.2,-4,-16,3,0,/,12
O=C(CSC(=S)N1CCCC1)NCC(=O)Nc1ccc(F)c(F)c1,-6,4,1.0,-11,-2,0,4,i,14
O=C(Nc1ccc(Cl)cc1)N(C1=NCCC1)c1ccc(OC(F)F)cc1,18,0,0.1,-3,1,-2,35,i,2
COc1ccc(C(=O)NCC(c2ccc(F)cc2)N2CCOCC2)cc1S(=O)(=O)N1CCCC1 (centres undefined),-15,3,-1.2,-2,2,-4,-4,i,-4
CCOC(=O)C1CCN(C(=O)CN(c2ccc(Oc3ccccc3)cc2)S(C)(=O)=O)CC1,0,0,0.8,-5,4,2,9,i,-1
O=C(CN1C(=O)CCC1=O)Nc1cccc(NC(=O)CN2C(=O)CCC2=O)c1,-10,-1,0.6,-3,7,-1,-2,i,-7
O=C(CC[C@H]1O[C@@H](n2cnc3c(NC(=O)c4ccccc4)ncnc32)[C@H](O)[C@@H]1O)NCc1ccc(OC(F)(F)F)cc1,-4,3,-0.3,-8,5,4,-6,i,0
CC(=O)C[C@H]1SC[C@@H](C(C)C)N1S(=O)(=O)c1ccc(C)cc1,5,3,2.0,/,/,/,/,i,-2
CCOC(=O)c1cnc(SCC(=O)Nc2ccc(NC(C)=O)c(OC)c2)nc1N,1,4,0.9,-3,-26,3,-8,i,-3
CN(CCNC(=O)c1cc2c(-c3ccccc3F)nn(C)c2s1)C1CCCCC1,13,0,0.3,-2,4,-2,-6,/,3
Cc1ccc(-n2c(N)c(C(=O)N3CCOCC3)sc2=S)c(C)c1,2,-1,2.5,-11,-4,3,-9,i,3
Cc1ccccc1NC(=O)COC(=O)Cc1ccsc1,15,-1,-0.6,-4,-1,2,0,i,-10
CCCn1c(NC(=O)c2ccc(F)cc2)nc2ccccc21,-13,6,-0.4,-5,21,-1,1,i,-12
COc1ccc(S(=O)(=O)N(C)C[C@H]2Oc3c(NC(=O)c4ccncc4)cccc3C(=O)N([C@H](C)CO)C[C@@H]2C)cc1,10,-1,-1.1,-3,-8,3,-11,i,-4
Cc1cccc(C(=O)N(Cc2nc3ccccc3c(=O)[nH]2)C2CCCC2)c1,2,-1,0.1,0,-4,0,-1,i,-11
Cn1[nH]c(C(F)(F)F)cc1=O,-5,5,-1.6,-3,0,0,-3,i,10
Cn1c(N)c(C(=O)COC(=O)c2ncc(Cl)c(Cl)c2Cl)c(=O)n(C)c1=O,-7,0,1.3,-1,-1,2,-4,i,1
CN(C)c1nc(Nc2ccc(F)cc2)nc(Oc2ccc(F)cc2)n1,8,-16,0.8,-2,-3,1,20,i,-4
CCN(CC)C(=O)Cn1cc(C(=O)C(=O)NCCc2ccc(S(N)(=O)=O)cc2)c2ccccc21,10,2,0.1,-4,-5,9,0,i,-1
Cc1cc(NC(=O)C(C)SCC(=O)N(C)CC(=O)Nc2ccc(Br)cc2C)no1 (centres undefined),11,-4,-0.5,-2,4,1,-5,i,3
CCCCCCCN1CCN=C1Nc1ccccc1,13,6,-0.2,-7,2,4,-10,i,15
CCOC(=O)N/N=C/c1ccc(OC)c(O)c1,-9,1,2.3,-1,-10,-5,-9,i,1
COc1ccc(C(=O)Nc2ccc(S(=O)(=O)N3CCc4ccccc43)cc2)cc1,-3,1,-0.2,-11,8,0,25,i,-4
COc1cccc(NC(=O)CN(C)C(=O)c2ccc(NC(=O)CC3SC(N4CCCCC4)=NC3=O)cc2)c1 (centres undefined),12,-2,0.8,-2,0,0,-6,i,-6
Cc1ccccc1-n1c(=O)c2ccccc2n2c(=O)[nH]nc12,-26,6,0.0,-2,-7,-4,-3,i,11
COC(=O)c1ccccc1Oc1cc(C(F)(F)F)nc(-c2ccccn2)n1,16,-1,-0.8,-3,-5,-5,1,i,4
O=C(OCC(=O)N(CCc1ccccc1)Cc1ccccc1)c1ccccc1NCCO,5,1,1.5,-2,-5,2,19,/,6
COc1ccc(C2CC(c3ccccc3)=NN2c2ccc(S(N)(=O)=O)cc2)cc1 (centres undefined),1,-6,2.1,-1,4,-1,25,/,6
O=C(OCc1ccc(O)cc1)c1c(-c2ccsc2)oc2ccc(N3CCOCC3)cc12,25,-1,-0.1,-2,6,4,15,i,9
O=C(NCC(c1cccs1)N1CCOCC1)c1ccccc1NS(=O)(=O)c1cccc([N+](=O)[O-])c1 (centres undefined),-6,-5,0.5,0,-5,2,28,i,-5
O=C(CNC(=O)c1ccc(F)cc1)N/N=C/c1cc(Br)ccc1OC(=O)/C=C/c1ccco1,6,9,2.0,2,7,-2,17,i,-14
COc1cc(/C=N/NC(=O)c2cccnc2)cc(Br)c1O,-2,6,4.7*,-10,2,-1,0,i,9
CCCS(=O)(=O)NC(=O)C1(C)CCCN(C(=O)c2oc3ccccc3c2C)C1 (centres undefined),3,-1,-0.4,-2,-9,-2,-4,i,0
Cc1nnc(SCC(=O)NC2CCCCC2)[nH]c1=O,0,-2,-1.5,-3,2,0,-6,i,4
O=C(c1ccc([N+](=O)[O-])cc1)N1CCN(C(=O)c2ccco2)CC1,-3,2,0.8,-4,-2,-4,-4,i,-2
CCOc1ccc(-c2n[nH]c(=S)n2Cc2ccccc2)cc1,4,0,-1.1,1,-2,0,-4,i,5
Cc1c(Cl)cnc(NC(=O)COC(=O)CCc2nc3ccccc3s2)c1Cl,6,0,-0.4,-2,1,0,-1,i,-6
CCOc1cc(C(F)(F)F)cnc1/C(N)=N/O,-3,-2,0.6,-5,2,-3,-5,i,6

# Next records:
SMILES,SKN-1 inh,MT1-MMP act inh,MsrA inhibitor,bovine MsrA act,E coli Lon inh,Rin1 Abl inh,FAS-TE inh,Neddylation inh,NRP1-CendR mod
N#Cc1ccc(-c2ccc(OCC(=O)Nc3cccnc3)cc2)cc1,8,3,-1.1,-3,-1,-3,5,+,-11
CC(=O)N1N=C(c2ccccc2)CC1c1ccccc1[N+](=O)[O-] (centres undefined),4,4,1.5,-4,-6,-1,-7,i,5
O=C(Nc1cccc(Br)c1)c1ccc(CSc2ccccc2)cc1,-10,6,-0.9,-14,3,3,31,i,40*
CCOc1ccc(-c2nnc3sc(COc4ccc(C)cc4)nn23)cc1,-27,6,-0.3,0,8,-1,2,i,-1
CCOC(=O)c1sc2nc(C)nc(N3CCCCC3C)c2c1C (centres undefined),13,-4,-1.6,-4,-1,-6,22,i,-2
Cc1cc(/C=N/NC(=O)c2ccccc2F)c(C)n1-c1ccccc1,11,2,3.3,-4,3,-2,0,i,-6
COc1cc(-c2noc(CCCC(=O)Nc3ccc(C(N)=O)cc3)n2)cc(OC)c1OC,-6,4,0.0,-3,-4,-2,-5,i,6
O=C(c1cccc(S(=O)(=O)N2CCc3ccccc32)c1)N1CCN(CCO)CC1,7,-5,0.9,0,2,3,-4,i,-9
CC(C(=O)Nc1nccs1)N1C(=O)c2ccccc2S1(=O)=O (centres undefined),8,-1,1.4,-2,-1,-5,-11,i,1
CC(=O)c1cnc(Nc2ccc(C)cc2)s1,4,-4,3.0,-5,-8,0,-1,i,3

# In the list so far, four have a nitro group on carbon.
SMILES,SKN-1 inh,MT1-MMP act inh,MsrA inhibitor,bovine MsrA act,E coli Lon inh,Rin1 Abl inh,FAS-TE inh,Neddylation inh,NRP1-CendR mod
O=C(COC(=O)c1cc[n+]([O-])cc1)Nc1ccc([N+](=O)[O-])cc1C(F)(F)F,2,0,-0.1,1,1,2,-5,i,-15
O=C(NCC(c1cccs1)N1CCOCC1)c1ccccc1NS(=O)(=O)c1cccc([N+](=O)[O-])c1 (centres undefined),-6,-5,0.5,0,-5,2,28,i,-5
O=C(c1ccc([N+](=O)[O-])cc1)N1CCN(C(=O)c2ccco2)CC1,-3,2,0.8,-4,-2,-4,-4,i,-2
CC(=O)N1N=C(c2ccccc2)CC1c1ccccc1[N+](=O)[O-] (centres undefined),4,4,1.5,-4,-6,-1,-7,i,5

# Next results follow.
SMILES,SKN-1 inh,MT1-MMP act inh,MsrA inhibitor,bovine MsrA act,E coli Lon inh,Rin1 Abl inh,FAS-TE inh,Neddylation inh,NRP1-CendR mod
O=C(CS(=O)(=O)c1ccccc1)Nc1nc(-c2ccc(F)cc2)cs1,5,2,0.3,-4,5,0,4,i,-6
CC(C)CCNC(=O)C1CCN(S(=O)(=O)c2ccc(-n3cnnn3)cc2)CC1,-12,5,-0.8,-13,11,3,6,i,-3
CC(C)Oc1ccc(F)cc1-c1cc(C(=O)NC2CCCCC2)[nH]n1,15,0,-0.4,-8,-11,2,9,i,-5
CCOC(=O)c1cc(-c2ccc(OC)cc2OC)nn1-c1ccc(C(=O)O)cc1,14,-1,0.9,-2,-2,0,-6,i,14
COc1c(Cl)ccc(Cl)c1C(=O)NC(=S)N1CCOCC1,-13,2,-0.3,-6,-4,7,-4,i,2
Cc1noc2ncnc(N3CCN(c4ccc(F)cc4)CC3)c12,-4,2,-0.5,0,6,1,-1,i,9
Cc1occc1C(=O)O/N=C(\N)c1ccccc1,5,3,-1.0,-1,9,-4,2,i,-8
CC(C)CNc1ncnc2c1cnn2Cc1ccccc1Cl,11,2,-0.6,0,-14,2,1,i,-5
Cc1ccc(CNc2ccc(N3C(=O)CC(C)C3=O)cc2[N+](=O)[O-])cc1 (centres undefined),3,10,-0.4,-3,-10,-5,3,i,1
COCc1c(C(=O)N2CCN(Cc3ccc(C#N)cc3)CC2)oc2ccccc12,19,-2,0.7,-3,-1,-1,-20,i,3
COC(=O)C[C@@H]1C=C[C@@H](NC(=O)c2ccccc2F)[C@@H](CO)O1,-13,-2,0.0,/,/,/,/,i,1
O=C(COc1ccc(Cl)cc1Cl)Nc1ccccc1NS(=O)(=O)c1cccs1,6,-4,0.3,-12,-4,1,2,i,-10
C=CCn1c(SCC(=O)N(C)C2CCCCC2)nnc1C1CC1,-1,0,-0.8,-3,10,-4,-6,i,-5
COc1ccc(C(=O)/C=C/c2ccc(OC3CSC3)cc2)cc1OC,-10,-2,1.8,-4,7,2,8,i,-7
O=C(Nc1ccc(C(=O)N2CCCC(CO)C2)cc1)c1ccc(Br)o1 (centres undefined),33,-1,-0.6,-1,2,-1,-8,i,-38
